TTR transcr act = increases transthyretin transcription | AID 1117267 | hit rate 1.3% among 92,000 | SH-SY5Y TTR promoter Gaussia luciferase, luminescence; 100% = recombinant luciferase protein wells | activation, % at 16.7 µM;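 active = activation above the mean of all tested compounds plus 3 SD, cut at about 9.5% in these data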;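 also: cells exposed to compounds for one day before reading; 0% = median of all test compound wells on the plate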
* hit, by the source's call. Some of the compounds tested; rates above refer to the full screens.

mol	TTR transcr act
Cc1ccc(CCNC(=O)C2CCC(CNc3c(N4CCCC4)c(=O)c3=O)CC2)cc1 (stereo not drawn)	-0.2
CC(C)N(Cc1cnn(C)c1)C(=O)c1ccc(OC2CCN(Cc3ccccn3)CC2)cc1	1.2
O=C(CNC(=O)c1ccccc1F)N/N=C/c1cn[nH]c1-c1ccccc1	0.4
COc1cccc(C(=O)Nc2ccc(C(=O)NCC(C)C)cc2)c1	1.2
COc1ccc(S(=O)(=O)N2CCN(C(=O)c3cccs3)CC2)cc1	-0.3
Cc1ccc(N(CC#N)C(=O)CS(=O)(=O)c2cccc([N+](=O)[O-])c2)cc1	-0.8
c1ccc2c(c1)nnn2-c1ccncc1	-1.7
COCCn1c(=O)[nH]c2cc(C(=O)NC3CCCCCC3)ccc2c1=O	-1.8
Cc1[nH]c2ccccc2c1C(=O)C(=O)N1CCN(C(=O)c2ccco2)CC1	-1.9
O=C(CSc1nnc(COc2ccc(Cl)cc2)o1)N1c2ccccc2CCc2ccccc21	-6.4
O=C(Cc1ccc(O)cc1)NCCNC(=S)NCc1ccccc1	2.6
O=C1c2cccc3cccc(c23)C(=O)N1OS(=O)(=O)c1ccc(Br)cc1	-1.2

A section from further up:
mol	TTR transcr act
Cc1[nH]c2ccccc2c1C(=O)C(=O)N1CCN(C(=O)c2ccco2)CC1	-1.9
O=C(CSc1nnc(COc2ccc(Cl)cc2)o1)N1c2ccccc2CCc2ccccc21	-6.4
O=C(Cc1ccc(O)cc1)NCCNC(=S)NCc1ccccc1	2.6
O=C1c2cccc3cccc(c23)C(=O)N1OS(=O)(=O)c1ccc(Br)cc1	-1.2

More compounds.
mol	TTR transcr act
COc1cccc(C2C3=C(N=c4s/c(=C\c5ccc(O)cc5)c(=O)n42)c2ccccc2CC3)c1OC (stereo not drawn)	-0.1
COc1ccccc1NC(=O)c1oc2ccccc2c1NC(=O)c1ccco1	-1.0
CC1(C)CC(=O)CC2(C1)NCC(c1ccccc1Cl)c1c2[nH]c2ccccc12 (stereo not drawn)	-2.3
CC(=O)c1cnc(Nc2ccc(C)cc2)s1	-1.0
CCN(CC)CCNC(=O)c1c(O)c2c([nH]c1=O)CCCC2	1.0
O=C(CCS(=O)(=O)c1ccccc1)NCc1ccccc1	2.6
Nn1c(CSc2nc3ccccc3o2)nnc1CSc1nc2ccccc2o1	1.3
CSC1=C(C#N)C(=O)NC(c2ccc(Cl)cc2)S1 (stereo not drawn)	2.0
CCOC(=O)N1CCN(CCC(=O)Nc2cc([N+](=O)[O-])ccc2OC)CC1	6.3
CCC(C)[C@H](NC(=O)C1CC(=O)N(c2ccc(OC)cc2)C1)C(=O)NC1CCCC1 (stereo partly drawn)	4.1
COc1ccc2nc(NC(=O)C(NS(=O)(=O)c3cccs3)C(C)C)sc2c1 (stereo not drawn)	-1.1
CC1CCCN(C(=O)c2cccc(S(=O)(=O)Nc3cc(C(F)(F)F)ccc3Cl)c2)C1 (stereo not drawn)	-0.6

Grouped by structure: the entries above containing two or more sulfur atoms
mol	TTR transcr act
COc1ccc(S(=O)(=O)N2CCN(C(=O)c3cccs3)CC2)cc1	-0.3
Nn1c(CSc2nc3ccccc3o2)nnc1CSc1nc2ccccc2o1	1.3
CSC1=C(C#N)C(=O)NC(c2ccc(Cl)cc2)S1 (stereo not drawn)	2.0
COc1ccc2nc(NC(=O)C(NS(=O)(=O)c3cccs3)C(C)C)sc2c1 (stereo not drawn)	-1.1

Going on with the list:
mol	TTR transcr act
CCS(=O)(=O)N1CCN(C(=O)c2cccs2)CC1	-1.7
CN(CC(=O)Nc1cccc(S(=O)(=O)N2CCCCC2)c1)Cc1ccc(F)cc1	4.2
Cc1noc(NS(=O)(=O)c2ccc(N/C=C\C(=O)c3ccccc3)cc2)c1C	-1.4
O=C(c1ccc(Br)cc1)N1CCC(C(=O)N2CCN(c3ccccc3)CC2)CC1	1.7
O=C(NCc1ccccc1Cl)C1CCCN1C(=O)Nc1ccccc1 (stereo not drawn)	-1.6
OCCN(Cc1ccccc1)C(=S)Nc1ccc(F)cc1	0.1
CN(C(=S)Nc1ccccc1F)C1(c2ccccc2Cl)CCCCC1=O (stereo not drawn)	-0.7
Cc1cc(C)cc(OCc2nnc(SCC(=O)NC3CC3)n2C)c1	-0.3
CC(C)C[C@H]1CNC(=O)C(=O)N1C[C@H](C)NC(=O)Cc1ccccc1	15*
O=C(O)c1ccc(CSc2nnc(-c3ccccc3Cl)n2-c2ccccc2)cc1	-1.8
Cc1noc(C)c1S(=O)(=O)Nc1cc(C(F)(F)F)ccc1N1CCOCC1	0.8
COc1ccc(OC)c(N/C(C)=C/C(=O)c2ccncc2)c1	-1.1
CSc1nn2c(C(F)(F)F)cc(C(F)(F)F)nc2c1C(N)=O	-0.2
O=C(Nc1ccc(S(=O)(=O)N2CCOCC2)cc1)c1ccc(F)cc1	0.2
CCC(CC)c1nnc(NC(=O)C2COc3ccccc3O2)s1 (stereo not drawn)	-1.3
Cc1ccc(S(=O)(=O)N2CCN(S(C)(=O)=O)C2c2ccccc2)cc1 (stereo not drawn)	-0.3
CN1CCc2c(sc(NC(=O)c3ccco3)c2C(N)=O)C1	-1.1
CC[n+]1c(/C=C(\C)SC)sc2ccccc21	0.3
Cn1nnc2cc(C(=O)NCc3ccco3)ccc21	-0.1
CCN(CC(=O)NCc1ccc(Cl)cc1)C(=O)CCOc1ccccc1C	-2.6
Cn1c(CNc2cccc(Cl)c2)nnc1SCC#N	1.4
CC(=O)[C@@]1(O)CCC2C3CC[C@H]4C[C@@H](O)CC[C@]4(C)C3CC[C@@]21C (stereo partly drawn)	-1.2
CCC(CO)Nc1ncnc2c1cnn2-c1ccc(OC)cc1 (stereo not drawn)	-0.2
COc1ccccc1Nc1nn2c(=O)c3ccc(C(=O)N4CCCC(C)C4)cc3nc2s1 (stereo not drawn)	-1.8
Cc1cc(C(=O)CSc2nnc(-c3ccc4c(c3)OCO4)o2)c(C)n1-c1ccc(F)cc1	-0.5
CC(NC(=O)COC(=O)Cc1ccccc1[N+](=O)[O-])c1ccccc1 (stereo not drawn)	0.3
CN(CC(=O)Nc1ccc(C(N)=O)cc1)CC(=O)Nc1ccccc1Br	-1.2
CCNc1nc2c(c(=O)n(C)c(=O)n2C)n1CCCc1ccccc1	-2.0
O=C1C=C(OCCF)CC(c2cccc([N+](=O)[O-])c2)O1 (stereo not drawn)	2.4
O=[N+]([O-])c1ccccc1/C=N/n1c(-c2ccccc2)n[nH]c1=S	0.0
COc1cc(OC)c(C(=O)OCC(=O)Nc2cccc(S(=O)(=O)NC3=NCCCCC3)c2)cc1OC	0.5
COc1ccc(CNC(=O)CN2C(=O)COc3ccc(S(=O)(=O)N4CCCC4)cc32)cc1	-0.2
COc1ccc(C(=O)N2CCN(c3cccc(Cl)c3)CC2)c(OC)c1	-1.6
C/C(=N\NC(=O)c1cc(-c2cccc([N+](=O)[O-])c2)n[nH]1)c1ccc(F)cc1	2.3
Cc1cccc(/C(N)=N/OC(=O)Cc2cccc3ccccc23)c1	1.9
O=C(N/N=C/c1cccc(Oc2ccccc2)c1)c1cccc(Br)c1	3.5
Cc1nn(-c2ccc(F)cc2)c2nc(N)c(C#N)c(-c3cccs3)c12	-2.4
O=S(=O)(c1ccccc1)N1CCNc2ccccc21	0.2
CCC(C)NCC(=O)Nc1ccc(-c2nc3cc(NC(=O)CNC(C)CC)ccc3o2)cc1 (stereo not drawn)	-0.8
O=C(CSC1CN(C(c2ccccc2)c2ccccc2)C1)N/N=C/c1ccc(Cl)cc1Cl	-2.3
Cc1c(/C=N/NC(=O)CNc2ccccc2)c2ccccn2c1C(=O)c1ccccc1	-2.7
COc1cc(C=CC(=O)OCC=Cc2ccc3c(c2)OCO3)cc(OC)c1OC	-0.9
COc1ccc(-c2noc(CSc3ccccc3)n2)cc1OC	-1.1
CCOC(=O)CNC(=O)CSc1nnc(-c2ccco2)n1Cc1ccco1	1.8
COc1ccccc1N1CCN(C(=O)C(=O)c2c(C)n(C)c3ccccc23)CC1	-0.5
CC(=O)Nc1sc2c(c1-c1nc3ccccc3s1)CNC2	0.1
COc1ccc(NC2CCCN(C(=O)CCN3Cc4ccccc4C3=O)C2)cc1 (stereo not drawn)	0.7
O=C1/C(=C/c2cccs2)SC(=S)N1C1CCS(=O)(=O)C1 (stereo not drawn)	-0.4
O=C(O)Cc1ccc2c(c1)N(S(=O)(=O)c1cccs1)CC(C(=O)O)O2 (stereo not drawn)	1.8
CCOC(=O)c1c(-c2ccccc2)csc1NC(=O)c1cc2ccccc2oc1=O	3.1
CCc1nc2ccc(C(=O)Nc3cccc(C(C)=O)c3)cc2nc1CC	-1.3
O=CN1CCN(C(=O)Cc2ccc([N+](=O)[O-])cc2)CC1	1.2
C[C@H](O)[C@@H]1C(=O)N2CCc3c([nH]c4ccccc34)[C@@H]2C[C@@H]1N(C)C(=O)c1cc(Cl)cc(Cl)c1	-1.6
NC(=O)c1c(NC(=O)COC(=O)c2ccc(S(=O)(=O)Nc3ccccc3)cc2)sc2c1CCCC2	0.5
Cc1ccc(/C=N/NC(=O)c2csc(C)c2)o1	23*
O=C(NCc1cccc(C(F)(F)F)c1)C1CC(c2ccc(C(F)(F)F)cc2)=NO1 (stereo not drawn)	2.9
CCc1cc2c(=O)c(-c3cnn(-c4ccccc4)c3)c(C)oc2c(CN2CCCCC2)c1O	-0.4
COC(=O)c1c(C(=O)OC)c2ccccn2c1C(=O)c1ccc([N+](=O)[O-])cc1	1.8
O=C(c1cccs1)N1C[C@@H](O)[C@H](n2cc(C3CC3)nn2)C[C@@H]1c1ccc(Cl)cc1	1.3
CN1CCC(NCCC(c2ccc(F)cc2)c2ccc(Cl)cc2)CC1 (stereo not drawn)	-0.6

The results go on:
mol	TTR transcr act
Cc1c(Cl)cccc1NC(=S)NN1CCOCC1	-2.5
CC(C)(C)OC(=O)N(CCc1ccccc1)Cc1ccccc1OCc1cccc(NC(=O)C2CCC2)c1	-0.9
CCc1c(C)sc(NC(NC(C)=O)(C(=O)OC)C(F)(F)F)c1C#N (stereo not drawn)	-1.9
Cc1ccsc1/C=C/c1ccc2ccccc2n1	0.1
CC(C)CC(=O)NS(=O)(=O)c1ccc(NS(C)(=O)=O)cc1	-1.0
CC(=O)N1c2ccccc2C2(C)C(C1(C)C)C2(Cl)Cl (stereo not drawn)	-1.3
Cc1ccc(Cn2cc(COC(=O)N3CCOCC3)nn2)cc1	-1.1
S=C(NC1CCCC1)N1CCN(c2ncccn2)CC1	2.9
O=C(NC1CCN(S(=O)(=O)c2ccccc2F)CC1)c1ccco1	0.1
O=C(CSc1nnc(-c2ccco2)o1)Nc1c(F)cccc1F	2.0
O=c1c2ccccc2[nH]c(=S)n1CCCN1CCN(c2ccccc2)CC1	-0.4
CC(C)OC(=O)CSc1nnc2c3ccccc3n(C)c2n1	0.9
O=C(CCSCCc1ccccn1)Nc1ccc(Cl)cn1	1.3
CN1C(=O)c2ccc(NC(=O)CSc3ccccc3)cc2C1=O	-0.1
Cn1cc(Br)c(C(=O)NNC(=O)c2ccc(Cl)cc2)n1	-1.4
COCCNC(=O)C(c1ccc(C)cc1)N(CCOC)C(=O)CCC(=O)Nc1ccccn1 (stereo not drawn)	-0.1
Cn1cnnc1SCc1ccc(C(=O)N/N=C/c2cccs2)cc1	1.0
CC(C)(C)c1ccc(CNc2nc(-c3ccccn3)nnc2-c2ccccc2)cc1	-1.6
CCC(=O)Nc1ccc2c(c1)ncn2-c1ccccc1OC	7.8
CCOC(=O)c1sc(NC(=O)CC2OC(=O)c3ccccc32)nc1C (stereo not drawn)	0.6
CCCN1C(=O)CSC1=Nc1ccccc1	-0.5
O=C(Nc1ccc(-c2nnc(-c3ccccc3)o2)cc1)C(F)(F)F	0.0
CCN1C(=O)CSC1=Nc1cccc(C(=O)O)c1	-1.6
O=C(CSc1nc2ccccc2o1)N1CCN(C(=O)c2ccco2)CC1	1.5
CN(C)S(=O)(=O)c1cccc(NC(=O)COc2ccc(S(=O)(=O)N3CCOCC3)cc2Cl)c1	-0.8
COc1cc(-c2noc(C)c2C(=O)NCCc2ccccc2)cc(OC)c1OC	3.1
Cc1ccc[n+](CC(=O)Nc2ccc(C)c(C)c2)c1	0.3
CCN(CC)S(=O)(=O)c1ccc(/C=C/C(=O)OCC(=O)c2c(N)n(C)c(=O)n(C)c2=O)cc1	2.1
Clc1ccc(OCc2noc(-c3ccsc3)n2)c(Cl)c1	2.4
O=C(NN=C1CCCCCC1)c1cc2ccccc2cc1O	-2.9
CCCNS(=O)(=O)c1cccc(C(=O)NC2CCCc3ccccc32)c1 (stereo not drawn)	-1.1
CCOC(=O)C1=C[C@@H](C2CCCCC2)N(S(=O)(=O)c2ccc([N+](=O)[O-])cc2)[C@H]1c1ccccc1	-3.2
CC(=O)N1CCC(C(=O)N2CCN(S(=O)(=O)c3ccc(F)cc3)CC2)CC1	-0.4
CC(=O)Nc1ccc(NC(=O)C2CCN(C(=O)c3ccc([N+](=O)[O-])cc3)CC2)cc1	-1.6
CCCNC(=O)COC(=O)c1ccc(OCC(=O)Nc2ccccc2OC)c(OC)c1	0.8
c1ccc(-c2csc3ncnc(NCCN4CCOCC4)c23)cc1	-4.0
Cc1ccc(NC(=O)CSCc2cc(=O)n3ccsc3n2)c(C)c1	4.0
Cc1cccc(Sc2nc(-c3ccccc3)ccc2C#N)c1	-0.7

Compound activity from PubChem.
